# All columns: NCI-60 one-dose screen, growth in % after 48 h at 10 µM unless noted; 100 = growth as untreated, 0 = no growth, -100 = all killed.
# SN12C – SN12C renal cancer cells. 3.8% of 81,000 active
# TK-10 – TK-10 renal cancer cells; 3.9% of 81,000 active; AID 1794769
# HCT-116 – HCT-116 colon cancer; 7.3% of 82,000 active; AID 1794798
# HCT-15 – HCT-15 colon cancer | 5.2% of 82,000 active
# 786-0 – 786-0 renal cancer cells; 5.1% of 81,000 active
# SW-620 – SW-620 colon cancer. 5.2% of 82,000 active. AID 1794795
# UO-31 – UO-31 renal cancer. AID 1794768. 5.2% of 81,000 active
# HCC-2998 – HCC-2998 colon cancer. 4.7% of 79,000 active. AID 1794799
# HT29 – HT29 colon cancer; 7.4% of 81,000 active; AID 1794748
# * = called active by the depositor; . = no result given; & = joins results of further samples. How the source made its calls: active means growth percent below 10; inactive means the rest.
# A first look:
no.	SMILES	786-0	HCC-2998	SW-620	UO-31	HT29
1	Nc1cc(-c2ccc(Cl)cc2)nn1-c1nc(-c2ccc(Cl)c(Cl)c2)cs1	105	104	102	85	89
2	O=C(Cn1nc(-c2ccccc2)ccc1=O)Nn1c(-c2ccc(Br)cc2)csc1=NC1CCCCC1	65	82	68	33	38

no.	SN12C	HCT-116	HCT-15	TK-10
1	100	89	109	150
2	55	49	33	59

# Results, repeating the preview:
no.	SMILES	786-0	HCC-2998	SW-620	UO-31	HT29
1	Nc1cc(-c2ccc(Cl)cc2)nn1-c1nc(-c2ccc(Cl)c(Cl)c2)cs1	105	104	102	85	89
2	O=C(Cn1nc(-c2ccccc2)ccc1=O)Nn1c(-c2ccc(Br)cc2)csc1=NC1CCCCC1	65	82	68	33	38
3	Cc1ccc(Cl)cc1NC(=O)N(C)CCOC(=O)Nc1cccc(Cl)c1	107&91	112&102	103&98	80&73	110&92
4	COc1cccc(/C(C#N)=C/c2nc3c(N4CCOCC4)nc(Cl)nc3n2C)c1	-69*	20	-72*	-96*	-50*
5	CC#CCOCC1CN(C)C(=O)O1 (stereo not given)	122	108	120	85	106
6	OC(c1cc2cc(Cl)c(Cl)cc2c2cc(C(F)(F)F)ccc12)C1CCCCN1 (stereo not given)	-78*	-81*	-74*	-74*	-74*
7	COC(=O)[C@H](Cc1ccccc1)NC(=O)[C@@H]1CCCN1C(=O)CNC(=O)[C@H](CCSC)NC(=O)OCc1ccccc1	103	109	103	89	113
8	COc1ccc(C(=O)COc2ccc(/C=C3\C(=O)Nc4cc(Cl)ccc43)cc2)cc1	93&101	112&103	102&100	63&64	100&112
9	CN(C)CCNc1nc2c3cc(Cl)ccc3nn2c2ccccc12	38	56	24	28	21
10	N#Cc1cnc2ccc3oc(=O)ccc3c2c1N	103	101	96	86	106
11	COc1ccc2[nH]cc(C(c3cc(F)cc(F)c3)c3c[nH]c4ccc(OC)cc34)c2c1	92	.	82	44	82
12	O=C1/C(=C/C=C/c2ccc(F)cc2)Cc2c(Br)cccc21	99	105	100	84	95
13	CCn1cccc1	97	109	102	88	92
14	CCOC(=O)/C(C#N)=C/NCC1CC1	104	100	113	94	102
15	O/N=C(\CSc1nnc(-c2ccccc2)o1)c1ccc(Cl)cc1	94	91	107	97	96

no.	SN12C	HCT-116	HCT-15	TK-10
1	100	89	109	150
2	55	49	33	59
3	98&92	109&89	98&85	106&95
4	13	-73*	-46*	-66*
5	94	121	104	105
6	-73*	-87*	-61*	-75*
7	103	110	101	108
8	96&97	75&88	85&93	143&169
9	41	23	41	98
10	101	95	105	111
11	87	53	65	124
12	99	98	104	111
13	97	93	113	97
14	106	105	97	98
15	.	84	99	97

# Continuation:
no.	SMILES	786-0	HCC-2998	SW-620	UO-31	HT29
16	O=C(c1ccccc1)N1c2ccccc2Sc2ccccc21	79	121	106	91	72
17	OCC[C@H]1C[C@@H]1/C=C/c1ccc(F)cc1	95	103	97	95	102
18	CCOC(=O)c1csc(NC(=O)c2ccc(NCCc3ccccc3)c([N+](=O)[O-])c2)n1	70	106	86	47	74
19	COc1cc(Cl)ccc1C	100	105	53	67	27
20	CC(C)(C)C(CC(=O)/C=C\c1ccccc1)c1ccccc1 (stereo not given)	98	108	77	80	63
21	CCOc1ccc(/C=N\Nc2ccc([N+](=O)[O-])cn2)cc1OCC	107	106	104	101	104
22	COc1ccc(-c2c(C#N)c(-c3ccc(C)cc3)nc3c2c(-c2ccccc2)nn3-c2ccccc2)cc1	60	105	100	114	117
23	CCN(C(=O)CN1C(=O)/C(=C/c2cccs2)SC1=S)C1CCS(=O)(=O)C1 (stereo not given)	108	116	108	88	106
24	Cc1c(-n2cc(-c3ccccc3)c3c(-n4[nH]c(=O)c(CC(=O)c5ccc(Cl)c(Cl)c5)c4-c4cccc([N+](=O)[O-])c4)ncnc32)c(=O)n(-c2ccccc2)n1C	78	92	87	44	55
25	CNC(=O)[C@H](O)[C@H](Cc1ccccc1)N(Cc1ccccc1)Cc1ccccc1	96	109	112	95	114
26	CC1CC[N+]2(CCCCC2)CC1	97	108	116	88	103
27	Cc1ccc(NC(=O)C2=NCCCCN2)c(C)c1	104	103	100	80	111
28	Cc1ccc(S(=O)(=O)Oc2ccc3c4c(c(=O)oc3c2)CCCCC4)cc1	67	51	30	65	6.3*
29	CC(=O)Nc1ccc(NC(C)=O)cc1	99	112	.	87	96
30	CCCCCCCCCC(=O)Oc1ccc(/C=C/c2cc(OC(=O)CCCCCCCCC)cc(OC(=O)CCCCCCCCC)c2)cc1	106	91	105	65	110

no.	SN12C	HCT-116	HCT-15	TK-10
16	94	87	56	132
17	88	96	100	94
18	76	63	80	92
19	73	59	14	91
20	89	40	68	123
21	106	104	105	119
22	99	95	73	83
23	101	103	93	126
24	69	49	71	112
25	97	110	104	112
26	100	104	99	97
27	105	99	101	111
28	66	37	41	74
29	96	100	100	92
30	102	92	106	107

# Later entries:
no.	SMILES	786-0	HCC-2998	SW-620	UO-31	HT29
31	CCCCCCCCCCCC[n+]1ccc2ccccc2c1	-63*	-85*	-30*	-24*	0.9*
32	O=C(CCCCl)NCCNc1nccc(Nc2ccc(S(=O)(=O)Nc3ccccn3)cc2)n1	104	97	112	97	100
33	CCN(CC)CCC(CNc1c(C)cnc2cc(Cl)ccc12)c1ccc(OC)cc1 (stereo not given)	.	92	77	58	49
34	CC1CC2(c3ccccc3)N(CCc3cncn32)C1=O (stereo not given)	104	98	106	94	106
35	COc1ccc(C2=NN3C(C2)c2ccccc2OC3c2ccc(/C=C3\SC(=O)NC3=O)cc2)cc1 (stereo not given)	94	105	100	72	106
36	O=Cc1ccc(O)c2ncccc12	89	87	22	35	88
37	Cl/N=C1/C=CC=C/C1=N/Cl	97	101	106	58	101
38	Cc1ccc(S(=O)ONc2cccc(NOS(=O)c3ccc(C)cc3)c2)cc1 (stereo not given)	99	102	107	92	106
39	COc1cc(-c2nc3sc4c(c3c(=O)[nH]2)CCCCCC4)cc(OC)c1OC	41	-1.8*	30	28	10
40	Brc1ccc(C2=NN(c3ccccc3)C(c3cn(-c4ccccc4)nc3-c3ccc(OCc4ccccc4)cc3)C2)cc1 (stereo not given)	93	107	106	91	110
41	O=C(Cc1ccc(/C=C/C(=O)c2nccn2Cc2ccccc2)cc1)Nc1ccc(F)cc1	67	91	30	52	13
42	COc1ccc(/C(=C2\O[C@@H]([C@H](O)CO)[C@H]3OC(C)(C)O[C@@H]23)c2cc(OC)c(OC)c(OC)c2)cc1O	94	.	.	90	111
43	CC/C(=C(/c1ccc(OCCN(C)C)cc1)c1ccc(OC(=O)CCCCCCCCC(=O)c2c(C)[nH]c(/C=C3\N=C(c4ccc[nH]4)C=C3OC)c2C)cc1)c1ccccc1	64	100	54	62	26
44	CCC1SC(=S)N(CCc2ccc(OC)c(OC)c2)C1=O (stereo not given)	101	105	103	89	108
45	Cn1cc(C(=O)c2nc(-c3c[nH]c4ccc(F)cc34)no2)c2ccccc21	104	89	94	67	107

no.	SN12C	HCT-116	HCT-15	TK-10
31	-18*	-75*	25	-47*
32	100	87	105	104
33	80	46	77	99
34	98	100	99	101
35	102	102	97	104
36	35	-7.5*	23	94
37	95	95	100	117
38	92	100	99	110
39	22	20	25	48
40	100	60	103	109
41	49	24	36	90
42	96	89	62	106
43	75	22	58	98
44	98	103	94	89
45	95	94	60	111

# Remaining list, next part.
no.	SMILES	786-0	HCC-2998	SW-620	UO-31	HT29
46	COc1cc(C(=O)NCc2ccc(OCCN(C)C)cc2)cc(OC)c1OC	101&97	102&105	101&105	89&82	95&97
47	CC1=NNC(=O)[C@@H]1C1c2ccccc2Oc2c1c(=O)n(C)c(=O)n2C (stereo not given in full)	97	112	101	100	97
48	CC1(C)Cc2c(Br)c(Br)c(Br)c(OCC(O)CN3CCOCC3)c2O1 (stereo not given)	79	96	94	-87*	65
49	Oc1ccc2ccccc2c1CN(Cc1cc(Cl)cc(Cl)c1O)C1CCCCC1	102	99	103	89	90
50	CC(=O)OCC1O[C@@H](OC(C)=O)C(NC(=O)c2cn(C3CC3)c3cc(N4CCN(C(C)=O)CC4)c(F)cc3c2=O)[C@@H](OC(C)=O)[C@@H]1OC(C)=O (stereo not given in full)	104	115	104	92	107
51	NC1(S(=O)(=O)O)C(=O)Nc2ccccc21 (stereo not given)	99	106	98	89	101
52	NCCNC(=O)c1cccc(COc2ccccc2NC(=O)c2cc([N+](=O)[O-])c[nH]2)c1	103	105	95	89	112
53	Cc1cc(C)c(Cc2c(C)cc(C)cc2C)c(C)c1	104	98	102	104	108
54	CCOC(=O)C1=C(C)n2nc(CC#N)c(C#N)c2NC1c1ccc(OC)cc1 (stereo not given)	108	98	93	73	110
55	COc1cc(-c2nc(-c3ccc(-c4nc5ccc(F)cc5[nH]4)cc3)no2)cc(OC)c1OC	46	82	55	20	9.2*
56	N#C/C(=C\c1c(-c2ccccc2)[nH]c2ccccc12)C(=O)c1ccccc1	50	60	20	37	16
57	CS(=O)(=O)c1ccc(Nc2nc(N[C@H]3CCCC[C@@H]3N)nc3cc[nH]c(=O)c23)cc1	96	77	78	97	91
58	Cc1cc(N=C2CSC(=O)N2)n[nH]1	107	114	112	98	141
59	O=C(CCCCCCCC(=O)OCCCC1CCCO1)OCCCC1CCCO1 (stereo not given)	102	126	107	.	105
60	NNc1cnc2ccccc2n1	106	108	102	72	.

no.	SN12C	HCT-116	HCT-15	TK-10
46	100&93	97&103	108&103	94&110
47	101	105	102	90
48	104	78	88	67
49	110	100	110	92
50	105	107	109	109
51	92	97	103	123
52	99	107	96	120
53	100	106	108	122
54	108	97	106	115
55	66	28	19	93
56	54	30	42	75
57	63	46	107	103
58	99	106	104	114
59	100	97	103	91
60	101	98	105	139

# Sorted by length of the SMILES (lowest first): part of the list above
no.	SMILES	786-0	HCC-2998	SW-620	UO-31	HT29
60	NNc1cnc2ccccc2n1	106	108	102	72	.
58	Cc1cc(N=C2CSC(=O)N2)n[nH]1	107	114	112	98	141
51	NC1(S(=O)(=O)O)C(=O)Nc2ccccc21 (stereo not given)	99	106	98	89	101
53	Cc1cc(C)c(Cc2c(C)cc(C)cc2C)c(C)c1	104	98	102	104	108
44	CCC1SC(=S)N(CCc2ccc(OC)c(OC)c2)C1=O (stereo not given)	101	105	103	89	108
59	O=C(CCCCCCCC(=O)OCCCC1CCCO1)OCCCC1CCCO1 (stereo not given)	102	126	107	.	105
46	COc1cc(C(=O)NCc2ccc(OCCN(C)C)cc2)cc(OC)c1OC	101&97	102&105	101&105	89&82	95&97
49	Oc1ccc2ccccc2c1CN(Cc1cc(Cl)cc(Cl)c1O)C1CCCCC1	102	99	103	89	90
48	CC1(C)Cc2c(Br)c(Br)c(Br)c(OCC(O)CN3CCOCC3)c2O1 (stereo not given)	79	96	94	-87*	65
54	CCOC(=O)C1=C(C)n2nc(CC#N)c(C#N)c2NC1c1ccc(OC)cc1 (stereo not given)	108	98	93	73	110
45	Cn1cc(C(=O)c2nc(-c3c[nH]c4ccc(F)cc34)no2)c2ccccc21	104	89	94	67	107
41	O=C(Cc1ccc(/C=C/C(=O)c2nccn2Cc2ccccc2)cc1)Nc1ccc(F)cc1	67	91	30	52	13
52	NCCNC(=O)c1cccc(COc2ccccc2NC(=O)c2cc([N+](=O)[O-])c[nH]2)c1	103	105	95	89	112
57	CS(=O)(=O)c1ccc(Nc2nc(N[C@H]3CCCC[C@@H]3N)nc3cc[nH]c(=O)c23)cc1	96	77	78	97	91
42	COc1ccc(/C(=C2\O[C@@H]([C@H](O)CO)[C@H]3OC(C)(C)O[C@@H]23)c2cc(OC)c(OC)c(OC)c2)cc1O	94	.	.	90	111
50	CC(=O)OCC1O[C@@H](OC(C)=O)C(NC(=O)c2cn(C3CC3)c3cc(N4CCN(C(C)=O)CC4)c(F)cc3c2=O)[C@@H](OC(C)=O)[C@@H]1OC(C)=O (stereo not given in full)	104	115	104	92	107
43	CC/C(=C(/c1ccc(OCCN(C)C)cc1)c1ccc(OC(=O)CCCCCCCCC(=O)c2c(C)[nH]c(/C=C3\N=C(c4ccc[nH]4)C=C3OC)c2C)cc1)c1ccccc1	64	100	54	62	26

no.	SN12C	HCT-116	HCT-15	TK-10
60	101	98	105	139
58	99	106	104	114
51	92	97	103	123
53	100	106	108	122
44	98	103	94	89
59	100	97	103	91
46	100&93	97&103	108&103	94&110
49	110	100	110	92
48	104	78	88	67
54	108	97	106	115
45	95	94	60	111
41	49	24	36	90
52	99	107	96	120
57	63	46	107	103
42	96	89	62	106
50	105	107	109	109
43	75	22	58	98

# Other compounds
no.	SMILES	786-0	HCC-2998	SW-620	UO-31	HT29
61	COc1ccc(/C=C/c2nc(Nc3ccc(S(=O)(=O)Nc4ncccn4)cc3)c3ccccc3n2)cc1	92	94	99	95	93
62	O=C(Nc1ccccc1F)c1ccccc1	104	111	102	95	105
63	O=C1C=C(N2CCOCC2)c2cccc3cccc1c23	104	54	95	89	106
64	Cc1ccc(/C(=N\N=C(N)N)C2CC2)cc1C	102	103	109	78	104
65	Cc1cc(CSc2ccccc2C(=O)N2CCN(CC(=O)Nc3ccccc3Cl)CC2)no1	94	111	99	78	97
66	CC(=O)NC(CCC(=O)c1ccccc1)C(=O)O (stereo not given)	88	108	100	98	94
67	CSc1nc2ccccc2n1C	94	111	106	80	104
68	C=C(NC(=O)[C@H](C(C)C)N(C)c1cccc2[nH]ccc12)C(=O)OC	96	113	110	80	99
69	CCN(CC)CCOC(=O)c1ccc(NC(=O)CN(CC)CC)cc1	107	101	102	92	96
70	CCCCCC/C=N/Nc1ccc([N+](=O)[O-])cn1	95	86	102	85	81

no.	SN12C	HCT-116	HCT-15	TK-10
61	96	87	90	109
62	105	108	100	104
63	87	97	101	102
64	105	95	109	102
65	101	90	96	16
66	99	80	104	94
67	94	100	104	110
68	101	94	96	94
69	104	108	105	101
70	110	85	102	95

# Screening results: PubChem, NCI
